High-throughput results (PubChem BioAssay)
Integrin act MD: activators of alpha7 integrin expression for muscular dystrophy; alpha7betagal myoblasts, beta-gal FDG fluorescence, 48 h; Potency, µM (doses to about 38.3 µM), for inactives: at the top dose activation, most hits filed as activators; hit rate 0.064% among 350,000; AID 624291;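 note: potency is the fitted concentration of half-maximal effect; 100% = response of the positive control SU9516; nearly all actives have a fitted effect of over 60% in size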
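alpha7betagal+/- myoblasts (passage 13, 250/well) treated 48 h at 37C with compounds at 1:260 dilution of DMSO stock. Lysed, then beta-galactosidase activity read as FDG fluorescence (ex 480/em 540) after 30 min, with pre-read for autofluorescence.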
Coupling enz: coupling enzyme interference in Giardia aldolase counter-screen; activity change, negative = inhibition, % at 58.2 µM, hits read low; hit rate 0.67% among 290,000; coupling enzyme system counterscreen, AmpLite Red fluorescence; in the data active = activity change below about -30%; note: % is set by controls: 0 for no effect and ±100 for the full control effect
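Compounds tested against the coupling enzymes alone at 57.5 uM final; readout was AmpLite Red fluorescence (525/598 nm) after 20 min at RT.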
MBNL1 CUG block: MBNL1-poly(CUG) RNA binding inhibition | TR-FRET MBNL1-His/biotin-(CUG)12 binding, 665/545 ratio | hit rate 0.036% among 280,000 | Q9NR56 | AID 2675 | Potency, µM (doses to about 57.5 µM), without a hit: at the top dose activity change, negative = inhibition, most hits filed as inhibitors; active = well fitted inhibition curve with a large enough effect in the signal ratio, with a control signal flat, not every such curve was filed as active; inconclusive = small, poorly fitted or top-dose-only effect, or effect the other way, or a change in a side signal; inactive = no such curve, though single readings can be large or run the other way; the % refers to the signal ratio; note: potency is the fitted concentration of half-maximal effect; % is set by controls: 0 for no effect and ±100 for the full control effect
Target sequence (Q9NR56 whole entry, looked up): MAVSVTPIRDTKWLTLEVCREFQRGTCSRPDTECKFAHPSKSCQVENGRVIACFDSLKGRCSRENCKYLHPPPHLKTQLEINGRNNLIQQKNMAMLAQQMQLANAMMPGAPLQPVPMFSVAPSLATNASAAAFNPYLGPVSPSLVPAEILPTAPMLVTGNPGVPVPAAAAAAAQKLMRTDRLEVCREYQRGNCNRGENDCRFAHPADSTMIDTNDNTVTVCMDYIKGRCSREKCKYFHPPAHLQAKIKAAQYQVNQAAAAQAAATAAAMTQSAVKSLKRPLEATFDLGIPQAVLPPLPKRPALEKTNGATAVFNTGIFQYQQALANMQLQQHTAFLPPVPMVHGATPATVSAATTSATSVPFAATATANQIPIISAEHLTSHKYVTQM
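His-tagged MBNL1 binding to biotinylated (CUG)12 RNA was measured by TR-FRET using terbium anti-His antibody (0.055 ng/ul final) and streptavidin-XL665 (5 nM final). Compounds were titrated 92 nM to 58 uM; 60 min at room temperature.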
hERG WT inh: KCNH2 (human, wildtype) channel inhibition; activity change, % at 1.84 µM; U2OS, BacMam KCNH2, thallium flux FluxOr; hits give low values; hit rate 0.37% among 340,000; Q12809; AID 720551;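 active = maximum activity change below -70%; inconclusive = maximum activity change between -70% and -50%; inactive = maximum activity change above -50%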; note: % is set by controls: 0 for no effect and ±100 for the full control effect
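U2OS cells were transduced with wild-type KCNH2 virus (2.03 x 10^8 / mL) for 4 h at room temperature, then cultured overnight at 37 C. Thallium flux was read with FluxOr dye. Rate constants were normalized to DMSO controls.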
TRPV1 agonist: human TRPV1 agonism; Q8NER1; TRPV1-expressing cells, Fluo-8 calcium influx, agonist mode; activation, % at 8.33 µM; hit rate 0.19% among 320,000; AID 540275; in the data active = activation above about 80%; inconclusive = between about 30% and that limit; note: 0% is about no effect
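Cells expressing TRPV1 were dye-loaded with Fluo-8 and read kinetically: 10 s baseline, 3 min after compound (agonist portion), then 2 min after EC20 capsaicin (allosteric enhancer portion). Calcium-bound dye fluorescence at 480/520 nm.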
A-T KAP1 phos: potential ataxia-telangiectasia treatments restoring KAP-1 phosphorylation. Potency, µM (titrated, usually from 57.5 µM), inactives show at the highest dose activation, hits mostly activators. hit rate 0.19% among 320,000. […] A-T fibroblasts, KAP-1 phosphorylation AlphaLISA; neocarzinostatin DNA damage 30 min before lysis. AID 485349; note: potency is the fitted concentration of half-maximal effect; % of control where 0% means no effect; nearly all actives have a fitted effect of over 45% in size
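ATM-like activity read as KAP-1 phosphorylation via AlphaLISA donor/acceptor antibody pairs after lysis and 6 hr at 25C. Cells were ATM-null patient fibroblasts ([…], hTERT), dosed 60 min, then exposed to the DSB inducer NCS for 30 min.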
CXXC DNA block: inhibitors of human MLL CXXC domain-DNA interaction; hit rate 0.037% among 290,000; Potency, µM (titrated, usually from 115 µM), inactives show at the highest dose activity change, negative = inhibition, most hits filed as inhibitors; Q03164; MLL-CXXC / FITC-HOXA9 DNA fluorescence polarization; active = well fitted inhibition curve with a large enough effect in the polarisation, with a control signal flat, not every such curve was filed as active; inconclusive = small, poorly fitted or top-dose-only effect, or effect the other way, or a change in a side signal; inactive = no such curve, though single readings can be large or run the other way; the % refers to the polarisation; note: potency is the fitted concentration of half-maximal effect
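Steps: dispense CXXC domain solution (7 uM) → pin compounds or unlabeled HOX-A9 DNA control → 5 min ambient → add FLSN-HOX-A9 solution (50 nM) → spin → 30 min ambient → fluorescence polarization. Tris pH 7.5/NaCl/DTT/BSA buffer.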
KCNH2 3.1 inh: KCNH2 3.1 (human) potassium channel inhibition | U2OS KCNH2 3.1, thallium flux FluxOr; hits give low values | activity change, % (tested at about 1.8 µM) | hit rate 0.95% among 340,000;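 active = maximum activity change below -70%; inconclusive = maximum activity change from -70% to -50%; inactive = maximum activity change above -50%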;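 note: thallium influx rate constant from kinetic fluorescence after stimulation buffer; % is set by controls: 0 for no effect and ±100 for the full control effect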
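Virally transduced U2OS (3.1 isoform, 4 h infection in dark at RT) → overnight 37 C → FluxOr + Red40 in HBSS/HEPES, 45 min → stimulation buffer, 2 min kinetic read → rate constant vs DMSO controls.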
GALK inh: inhibitors of human galactokinase; Purified GALK, Kinase-Glo residual ATP luminescence; AID 1868; Potency, µM (series often up to 57.5 µM), inactives show at the highest dose activity change, negative = inhibition, hits mostly inhibitors; hit rate 0.007% among 270,000; note: potency is the fitted concentration of half-maximal effect; % is set by controls: 0 for no effect and ±100 for the full control effect
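Compounds were pin-transferred into ATP buffer (35 uM final), then GALK plus galactose (5 nM, 100 uM final) was added. After 1 h at room temperature, Kinase-Glo Plus was added and luminescence read after 10 min.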
S-ASM inh: inhibitors of human secretory acid sphingomyelinase; P17405; placental ASM, HMU-PC fluorogenic substrate, 60 min; Potency, µM (top dose mostly 57.5 µM), inactives show top-dose activity change, negative = inhibition, actives largely listed as inhibitors; hit rate 0.006% among 340,000; AID 504937; note: potency is the fitted concentration of half-maximal effect
Target sequence (P17405 47-631 limits assumed): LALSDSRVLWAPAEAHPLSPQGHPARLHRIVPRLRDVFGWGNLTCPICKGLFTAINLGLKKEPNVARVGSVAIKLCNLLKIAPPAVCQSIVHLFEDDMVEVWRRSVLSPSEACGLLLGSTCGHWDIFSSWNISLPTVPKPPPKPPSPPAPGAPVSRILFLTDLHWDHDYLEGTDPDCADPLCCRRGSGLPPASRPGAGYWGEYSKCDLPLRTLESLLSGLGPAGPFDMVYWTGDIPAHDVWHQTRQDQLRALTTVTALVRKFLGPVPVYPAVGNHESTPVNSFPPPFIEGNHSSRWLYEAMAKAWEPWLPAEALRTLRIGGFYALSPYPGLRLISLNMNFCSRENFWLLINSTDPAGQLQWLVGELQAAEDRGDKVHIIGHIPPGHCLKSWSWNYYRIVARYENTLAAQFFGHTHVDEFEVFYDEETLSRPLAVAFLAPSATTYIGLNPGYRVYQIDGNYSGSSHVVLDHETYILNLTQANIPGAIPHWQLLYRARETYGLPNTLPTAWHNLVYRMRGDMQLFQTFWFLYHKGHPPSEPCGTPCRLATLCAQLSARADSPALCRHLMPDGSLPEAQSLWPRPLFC
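Steps: dispense placental human ASM, pin compound, wait 10 min at room temperature, add HMU-PC0 substrate at 9 uM final, incubate 60 min at 37 °C, add stop solution raising pH to 10, read fluorescence.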
* marks the source's active call; other numbers are inactive results; ? = inconclusive; . = no result given; [ ] = dose if it differs, or a comment. Unless noted, calls come from the whole dose curve; as a rule, active = well fitted curve in the direction sought with a large enough effect; inconclusive = small, poorly fitted or top-dose-only effect, or another doubt; inactive = no such curve, though single readings can be large; an effect the other way counts as inactive or inconclusive.

nr	structure	Integrin act MD	Coupling enz	MBNL1 CUG block	hERG WT inh	TRPV1 agonist
1	Cc1ccc(S(=O)(=O)Oc2ccccc2/C=N/NC(N)=S)cc1	16%	0	1%	4	-3
2	COc1ccc(CCN(Cc2ccccn2)C(=S)Nc2ccccc2C)cc1OC	5%	4	-5%	-2	3
3	COc1ccccc1N1CCN(C2CCCN(C(=O)c3snnc3C)C2)CC1 (configuration not stated)	2%	.	2%	1	-1
4	Cc1cc(C)c2c(CC(=O)NCCc3ccccc3)coc2c1	0%	0	-8%	-3	2
5	COc1cc(NC(=O)C2CCC(CNS(=O)(=O)c3csc(C(N)=O)c3)CC2)cc(OC)c1 (configuration not stated)	-24%	0	-2%	-10	0
6	CCCC(C(=O)NC1CCCC1)N(Cc1cccs1)C(=O)c1snc(C(N)=O)c1N (configuration not stated)	9%	0	?	-28	-7
7	O=c1c2[nH]c3ccccc3c2ncn1CCN1CCCCC1	-22%	-5	5%	3	7
8	C/C(=N/NC(=O)CN1CCN(S(=O)(=O)c2ccc(C)cc2)CC1)c1ccco1	8%	-1	.	7	3
9	COc1ccc2cc(C(=O)C3CCCN(C(=O)CCc4cnn(C)c4)C3)ccc2c1 (configuration not stated)	11%	-3	1%	-12	27
10	Cc1onc(-c2ccccc2)c1C(=O)N/N=C/c1cc2c(cc1Br)OCO2	12%	1	-2%[11.5 µM]	-6	16

nr	A-T KAP1 phos	CXXC DNA block	KCNH2 3.1 inh	GALK inh	S-ASM inh
1	1%	15%	-16	-3%	0%
2	-2%	8%	15	-7%	-3%
3	3%	7%	15	-3%	2%
4	3%	11%	18	7%	-1%
5	0%	-1%	2	5%	1%
6	5%	-7%	-7	-4%	150%[activator]
7	9%	-1%	14	-4%	-2%
8	-1%	5%	-20	1%	1%
9	2%	-1%	.	3%	1%
10	-2%	2%	0	.	-3%

Continuation.
nr	structure	Integrin act MD	Coupling enz	MBNL1 CUG block	hERG WT inh	TRPV1 agonist
11	CCCCCN1CSC(=S)N(Cc2ccccc2)C1	-34%	0	-12%	-74*	9
12	O=C(Nc1ccccc1C(=O)N1CCN(Cc2ccccc2)CC1)c1ccccc1	19%	.	-4%	-11	5
13	COCCCN1C(=O)c2ccc(C(=O)NCc3ccco3)cc2C1=O	19%	1	?	-8	-1
14	NC(=O)N/N=C/c1cc(Br)ccc1OCC(=O)NCc1ccccc1	-4%	3	12%	5	6
15	Cc1onc(-c2ccccc2Cl)c1C(=O)NC(=S)NCc1cccnc1	12%	0	-5%	-12	15
16	Cc1ccc(NC(=O)c2onc(C)c2Cl)cc1	-11%	-2	-8%	-7	?
17	COc1ccc(NC2CCN(C3CC(=O)N(c4ccc(F)c(Cl)c4)C3=O)CC2)cc1 (configuration not stated)	1%	-10	-2%	3	14
18	O=C(CSc1ccc(Cl)cc1)NN=C1CCCCCC1	20%	1	-1%	27	19
19	CS(=O)(=O)N1CCc2cc(C(=O)N3CCCC3)ccc21	5%	2	-8%	2	-1
20	Cc1cc(C(=O)N/N=C2\CC(=O)CC(C)(C)C2)c(C)n1-c1ccccc1	4%	-1	.	4	?

nr	A-T KAP1 phos	CXXC DNA block	KCNH2 3.1 inh	GALK inh	S-ASM inh
11	10%	11%	-22	-2%	-6%
12	19%	10%	.	3%	0%
13	6%	20%	-3	7%	2%
14	3%	-2%	30	0%	-7%
15	6%	8%	.	0%	1%
16	-4%	-3%	16	0%	1%
17	-7%	5%	-10	-3%	-3%
18	3%	4%	-4	0%	0%
19	3%	-5%	-10	14%	1%
20	.	3%	-7	1%	-1%

Along the list, as entered above:
Nos. 12 to 20 in TRPV1 agonist: 5, -1, 6, 15, ?, 14, 19, -1, ?

Compound profiles, from the list above:
Profile of `COc1ccc(NC2CCN(C3CC(=O)N(c4ccc(F)c(Cl)c4)C3=O)CC2)cc1` (configuration not stated) = Integrin act MD = 1%; Coupling enz = -10; MBNL1 CUG block = -2%; hERG WT inh = 3; TRPV1 agonist = 14; A-T KAP1 phos = -7%; CXXC DNA block = 5%; KCNH2 3.1 inh = -10; GALK inh = -3%; S-ASM inh = -3%
Profile of `Cc1ccc(NC(=O)c2onc(C)c2Cl)cc1` = Integrin act MD = -11%; Coupling enz = -2; MBNL1 CUG block = -8%; hERG WT inh = -7; TRPV1 agonist = ?; A-T KAP1 phos = -4%; CXXC DNA block = -3%; KCNH2 3.1 inh = 16; GALK inh = 0%; S-ASM inh = 1%

A few values from the results shown:
In Coupling enz, #16 has the entry -2
In Coupling enz, #13 has the entry 1
In KCNH2 3.1 inh, #20 has the entry -7

(list continues)
nr	structure	Integrin act MD	Coupling enz	MBNL1 CUG block	hERG WT inh	TRPV1 agonist
21	Cc1c(CNCC(C)c2ccccc2)c(C(=O)O)c(C)n1Cc1ccccc1 (configuration not stated)	13%	4	-3%	1	-2
22	O=C(CCC(=O)c1ccc(F)cc1)OCc1nnc(-c2ccc([N+](=O)[O-])cc2)o1	0%	.	.	-8	2
23	CN(C)c1ccc(C(C(=O)NC2CCCC2)N(C(=O)c2ccco2)C2CC2)cc1 (configuration not stated)	0%	0	1%	3	5
24	CCN(CC)c1ccc(/C=N/N2C(C)CCCC2C)c(O)c1 (configuration not stated)	-55%[inhibitor]	1	0%	3	6
25	CC1CN(C(=O)COC(=O)c2ccc(N(C)C)cc2)CC(C)O1 (configuration not stated)	10%	3	8%	6	0
26	COC(=O)[C@H](CCSC)NC(=O)NCc1ccc(S(N)(=O)=O)cc1	-15%[7.66 µM]	-3	-12%	0	.
27	Cc1ccc2nc(-c3sc4nc(C)cc(C)c4c3N)[nH]c2c1	14%	-3	11%	-6	0
28	CC(=O)N1CCN2C(=O)C1CCCC(=O)c1cc(C3CCCCC3)ccc12 (configuration not stated)	5%	1	3%	0	21
29	CC1CCCN(C(=O)C2COc3ccccc3O2)C1 (configuration not stated)	-10%	.	-4%	-25	8
30	CCNc1cc(O)ccc1C	.	.	.	-1	3

nr	A-T KAP1 phos	CXXC DNA block	KCNH2 3.1 inh	GALK inh	S-ASM inh
21	-2%	-1%	-3	-3%	1%
22	-2%	.	-17	.	-2%
23	12%	-2%	9	-1%	0%
24	-2%	10%	14	14%	4%
25	0%	-18%	2	2%	3%
26	13%	-3%	.	3%	8%
27	14%	12%	-10	-2%	431%[activator]
28	0%	-7%	8	8%	3%
29	1%	11%	-2	5%	0%
30	-2%	.	-8	.	13%

Additional structures
nr	structure	Integrin act MD	Coupling enz	MBNL1 CUG block	hERG WT inh	TRPV1 agonist
31	CC(C)C(=O)NC(Nc1ccccc1F)C(Cl)(Cl)Cl (configuration not stated)	12%	0	-6%	2	2
32	CC(C)CC(c1nnnn1CC1CCCO1)N1CCN(C2CCCC2)CC1 (configuration not stated)	4%	3	2%	13	5
33	O=C(CN1C(=O)CCSc2ccc(S(=O)(=O)N3CCOCC3)cc21)Nc1ccccc1Cl	-11%	6	-7%	5	6
34	O=C(Nc1ccccc1)C1CC2CCCC(C1)C2=O (configuration not stated)	-15%	-2	-14%	-6	8

nr	A-T KAP1 phos	CXXC DNA block	KCNH2 3.1 inh	GALK inh	S-ASM inh
31	-6%	6%	2	3%	-1%
32	7%	1%	-1	1%	-1%
33	-8%	14%	0	1%	-3%
34	-4%	-1%	19	1%	3%
